NLRP3 yeast inh: NALP3 inflammasome inhibitors in reconstituted yeast, primary screen, luminescence, uHTS; 330,000 tested, 0.39% active; Yeast reconstituted NLRP3/ASC/caspase-1, beta-gal luminescence, 24 h; AID 2825, 2010; inhibition, % at 10 µM;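 active means inhibition of 50% or more; inactive means inhibition below 50%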;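 further: plate controls were induced DMSO wells for no effect and uninduced yeast grown without galactose for full effect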
PfG6PD inh: PfG6PD enzyme inhibitors, primary screen, biochemical, fluorescence intensity, uHTS; inhibition, % at 20 µM; 350,000 tested, 0.78% active; PfGluPho enzyme, NADPH resazurin-diaphorase fluorescence; glucose-6-phosphate dehydrogenase-6-phosphogluconolactonase (Plasmodium falciparum 3D7);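 active means inhibition reaching at least a set limit at 20 µM in the primary screen, cut at about 59% in these data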;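 further: 0% = DMSO wells with substrate and 100% = DMSO wells lacking glucose-6-phosphate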
Apaf-1 inh: inhibitors of human Apaf-1 apoptosome, primary screen, biochemical, DEVD-Rh110 fluorescence, uHTS; Apoptotic protease-activating factor 1 (Homo sapiens), O14727; reconstituted apoptosome caspase-3 activity; inhibition, % at 20 µM; 330,000 tested, 0.71% active; active means inhibition of at least 40% at 20 µM;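 further: plate controls were DMSO wells for no effect and DEVD-CHO caspase inhibitor wells for full effect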
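Material: biochemical Apaf-1 apoptosome reconstitution. Medium: Hepes buffer, pH 7.5. Also added: cytochrome c activation, bis-DEVD rhodamine 110 substrate. Timing: 30 min compound preincubation, 50 min activation, room temperature. Measured by: rhodamine 110 fluorescence at Ex 480/Em 540 nm.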
HKDC1 inhibitor: HKDC1 hexokinase inhibitors, primary screen, biochemical, fluorescence, uHTS | recombinant HKDC1, G6PDH/diaphorase resazurin coupled fluorescence | inhibition, % at 20 µM | 340,000 tested, 0.16% active | AID 493160, 2011;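 active means inhibition above about 35% when tested at 20 µM, limit read from the data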;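 further: plate controls were DMSO wells with enzyme for no effect and DMSO wells lacking enzyme for full effect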
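Test system: HK5 enzyme. Quantity: 5 µg/mL HK5 final. Reagent: glucose and ATP substrates. Schedule: 90 min reaction incubation at room temperature, dark. Technique: resazurin-to-resorufin fluorescence via G6PDH and diaphorase coupling, 525/613 nm. Control set: DMSO wells with and without enzyme mix.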
SENP6 block: SENP6 protease inhibitors, primary screen, biochemical, luminescence, uHTS. Sentrin-specific protease 6 (Homo sapiens), Q9GZR1. Recombinant SENP6 catalytic domain, aminoluciferin luminescence. inhibition, % at 10 µM. 330,000 tested, 1.8% active. AID 2599, 2010;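 active means inhibition above about 50% at the single tested dose, limit read from the data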;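 further: plate controls were DMSO wells with enzyme for no effect and DMSO wells lacking enzyme for full effect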
Target sequence (Q9GZR1 628-1112 limits assumed): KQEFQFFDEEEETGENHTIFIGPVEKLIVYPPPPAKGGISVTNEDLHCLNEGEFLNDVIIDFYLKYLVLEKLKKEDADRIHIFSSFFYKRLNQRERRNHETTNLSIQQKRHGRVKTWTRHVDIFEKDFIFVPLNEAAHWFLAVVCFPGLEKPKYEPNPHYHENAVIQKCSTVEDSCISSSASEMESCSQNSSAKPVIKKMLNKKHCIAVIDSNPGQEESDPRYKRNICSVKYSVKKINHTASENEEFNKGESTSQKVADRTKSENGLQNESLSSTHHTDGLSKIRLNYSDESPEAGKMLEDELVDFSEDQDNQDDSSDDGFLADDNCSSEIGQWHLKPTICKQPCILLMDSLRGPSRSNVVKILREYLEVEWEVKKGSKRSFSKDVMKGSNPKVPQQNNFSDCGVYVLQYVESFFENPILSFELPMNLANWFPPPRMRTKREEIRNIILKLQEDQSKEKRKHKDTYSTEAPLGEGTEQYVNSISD
SENP1 inh: human SENP1 catalytic domain inhibitors, primary screen, biochemical, FRET, uHTS; Sentrin-specific protease 1 (Homo sapiens), Q9P0U3; AID 624204, 2012; recombinant SENP1 catalytic domain, CyPet-SUMO1-YPet FRET cleavage; inhibition, % at 10 µM; 360,000 tested, 0.21% active;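 active means inhibition at least 30% at 10 µM, raw YFP signal under a set limit, fluorescence ratio 0.5 to 1.5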;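 further: 0% = enzyme with DMSO and 100% = no enzyme wells; some results filed as inactive read as strong as hits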
Target sequence (Q9P0U3 419-644 limits assumed): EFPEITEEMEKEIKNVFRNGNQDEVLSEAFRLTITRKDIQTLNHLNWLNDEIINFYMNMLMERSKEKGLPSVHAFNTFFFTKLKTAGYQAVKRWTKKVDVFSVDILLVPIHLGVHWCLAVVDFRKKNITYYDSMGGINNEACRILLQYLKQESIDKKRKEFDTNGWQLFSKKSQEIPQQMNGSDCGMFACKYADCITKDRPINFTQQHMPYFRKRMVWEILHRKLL
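Test system: human SENP1 catalytic domain; medium: Tris pH 8 buffer plus EDTA, NaCl, BME, BSA, NP40, catalase; incubation: 50 min reaction at room temperature; technique: FRET, CFP and YFP emission; controls: no-enzyme low control and enzyme-plus-DMSO high control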
SENP8 block-1: SENP8 protease inhibitors, primary screen, biochemical, luminescence; Sentrin-specific protease 8 (Homo sapiens), Q96LD8; purified SENP8, Z-RLRGG-aminoluciferin cleavage; inhibition, % at 10 µM; 330,000 tested, 1.2% active; AID 2540, 2010; in the data active means inhibition above about 50%
Target sequence (Q96LD8 whole entry, looked up): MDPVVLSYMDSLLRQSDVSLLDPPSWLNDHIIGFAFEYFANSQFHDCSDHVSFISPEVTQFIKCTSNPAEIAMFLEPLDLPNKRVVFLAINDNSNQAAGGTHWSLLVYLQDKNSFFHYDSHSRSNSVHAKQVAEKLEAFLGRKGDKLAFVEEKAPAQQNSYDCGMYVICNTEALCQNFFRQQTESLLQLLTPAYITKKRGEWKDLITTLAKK
SENP7 block: SENP7 protease inhibitors, primary screen, biochemical, luminescence, uHTS; recombinant SENP7, Z-RLRGG-aminoluciferin luminescence, 40 min; inhibition, % at 5 µM; 330,000 tested, 1.5% active; AID 434973, 2010;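 active means inhibition above about 50% at the single test dose, limit read from the data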;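 further: plate controls were DMSO with enzyme for no effect and no enzyme buffer wells for full effect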
SENP8 block-2: human SENP8 protease inhibitors, primary screen, biochemical, fluorescence, Nedd8 protein substrate, uHTS; inhibition, % at 20 µM; AID 602440, 2012; 360,000 tested, 0.64% active; Sentrin-specific protease 8 (Homo sapiens), Q96LD8; recombinant SENP8; in the data active means inhibition mostly above about 40%, no sharp cut-off; inactive means mostly below about 27%
An asterisk follows results filed as active; . = no result given.

Results follow in this order: NLRP3 yeast inh	PfG6PD inh	Apaf-1 inh	HKDC1 inhibitor	SENP6 block	SENP1 inh	SENP8 block-1	SENP7 block	SENP8 block-2
1	O=C(Oc1ccccc1OC(=O)N1CCOCC1)N1CCOCC1
  20	-9	1	-3	-10	1	-8	-2	10
2	CCN(CC)S(=O)(=O)c1ccc(C(=O)Nc2ccc(C(F)(F)F)n(C)c2=O)cc1
  21	-7	5	-2	24	0	7	0	-6
3	COc1cc(C[C@@H](C)[C@@H](C)Cc2ccc(O)c(OC)c2)ccc1O
  2	-7	19	3	2	3	-17	-6	30
4	O=C(/C=C/c1ccc(Br)o1)NCc1ccccc1
  11	32	8	4	-35	-15	-7	-7	3
5	C[C@@H](OC(=O)c1[nH]cnc1C(=O)N1CCc2ccccc2C1)c1ccccc1
  11	10	26	4	6	-1	6	4	52*
6	CC(OC(=O)/C=C/c1ccco1)C(=O)Nc1cccc([N+](=O)[O-])c1 (stereo unspecified)
  5	25	5	-7	-25	3	0	2	16
7	COc1cc(/C=C(\C#N)C(=O)Nc2ccccc2F)ccc1OCCN1CCOCC1
  10	-21	12	-1	-11	-11	-12	7	-73
8	O=C(c1ccc(-c2ccccc2)cc1)C1CCCN(C(=O)c2cncs2)C1 (stereo unspecified)
  27	-2	30	-3	-33	0	-6	3	14
9	CC12CCC(C(=O)N/N=C/c3ccc(O)cc3)(OC1=O)C2(C)C (stereo unspecified)
  1	-13	-2	-3	4	0	0	8	-12
10	CCCc1noc2c1/C(=N\O)CC(c1ccccc1)C2 (stereo unspecified)
  18	9	-8	-3	-2	3	7	7	8
11	CCOc1cc(C(=S)N2CCCC2)ccc1OCc1ccccc1
  25	-12	-5	-1	0	1	1	5	24
12	O=C(c1ccccc1)N1CCCc2ccccc21
  24	3	-5	-2	-11	3	-4	-2	25
13	CN(CC(=O)Nc1ccc2c(c1)OCO2)S(=O)(=O)c1cccs1
  16	-6	4	9	0	-1	-2	7	3
14	CC(=O)c1ccc(NS(=O)(=O)c2ccc3c(c2)N(C(C)=O)CCO3)cc1
  7	3	-3	-4	3	-2	0	-5	-16
15	O=C(CSc1nnc(Nc2ccccc2)s1)NC1CCS(=O)(=O)C1 (stereo unspecified)
  14	-7	23	3	-24	2	-16	-3	13
16	Nc1ncnc2nc(SCc3ccccc3)[nH]c12
  23	-10	1	4	13	3	-2	-3	28
17	CCOc1ccc(NC(=O)CN2C(=O)CSC(C)C2=O)cc1 (stereo unspecified)
  -11	4	-11	-4	-18	3	0	-1	18
18	COc1ccccc1OCCNC(=O)Cc1ccc(Cl)c(Cl)c1
  12	1	0	-6	0	0	1	12	8
19	OC(CCc1ccncc1)COc1ccccc1 (stereo unspecified)
  2	-1	-4	-5	-3	2	6	-2	0
20	COc1cc(C(C)=O)ccc1OCC(O)CN1CCN(c2ccccn2)CC1 (stereo unspecified)
  15	11	-10	-1	8	1	-1	3	-70
21	COc1cc(C(=O)N/N=C/c2ccccn2)cc(OC)c1OC
  7	3	-4	-2	-14	1	-2	-4	2
22	COC(=O)c1c(NC(=O)CN2C(=O)NC3(CCC(C)CC3)C2=O)sc2c1CCC2 (stereo unspecified)
  25	-14	13	0	-13	-4	1	-4	-80
23	COc1ccccc1-n1c(SCC(=O)N(C)C)nnc1-c1ccco1
  .	-2	.	-1	.	1	.	.	20
24	CC(=O)c1oc2ccccc2c1NC(=O)CN1CCCCC1
  6	-13	-13	-2	-4	2	3	-2	-148
25	COc1ccc(-n2nnnc2SCC(=O)NCc2cccs2)cc1
  7	4	-1	-8	-20	1	6	4	19
26	CN(C(=O)COC(=O)CSc1ccc(C(N)=O)cc1[N+](=O)[O-])C1CCCCC1
  14	2	5	-3	-3	0	-4	-5	16
27	CC(=C1C(=O)c2ccccc2C1=O)N1CCN(Cc2ccccc2)CC1
  14	6	-14	14	0	1	2	-2	16
28	O=S(=O)(Cc1ccccc1)Nc1cccc(Br)c1
  36	4	8	2	-16	0	7	-4	13
29	CCNC(=O)c1ccccc1SCC(=O)Nc1ccc(F)cc1
  -2	-4	-5	-4	8	1	3	3	11
30	CN(Cc1ccccc1)C(=O)c1[nH]cnc1C(=O)Nc1ccc(Cl)cc1
  18	14	14	0	2	3	4	-3	14

Some of the entries so far, screen by screen:
(6) CC(OC(=O)/C=C/c1ccco1)C(=O)Nc1cccc([N+](=O)[O-])c1 (stereo unspecified)
(7) COc1cc(/C=C(\C#N)C(=O)Nc2ccccc2F)ccc1OCCN1CCOCC1
(8) O=C(c1ccc(-c2ccccc2)cc1)C1CCCN(C(=O)c2cncs2)C1 (stereo unspecified)
(9) CC12CCC(C(=O)N/N=C/c3ccc(O)cc3)(OC1=O)C2(C)C (stereo unspecified)
Compound	6	7	8	9
NLRP3 yeast inh	5	10	27	1
PfG6PD inh	25	-21	-2	-13
Apaf-1 inh	5	12	30	-2
HKDC1 inhibitor	-7	-1	-3	-3
SENP6 block	-25	-11	-33	4
SENP1 inh	3	-11	0	0
SENP8 block-1	0	-12	-6	0
SENP7 block	2	7	3	8
SENP8 block-2	16	-73	14	-12

Arranged by the number under SENP1 inh (lowest first): 3 from the list above
entry | compound | SENP1 inh
21 | COc1cc(C(=O)N/N=C/c2ccccn2)cc(OC)c1OC | 1
15 | O=C(CSc1nnc(Nc2ccccc2)s1)NC1CCS(=O)(=O)C1 (stereo unspecified) | 2
6 | CC(OC(=O)/C=C/c1ccco1)C(=O)Nc1cccc([N+](=O)[O-])c1 (stereo unspecified) | 3

Retrieved by structure from the list above (four):
Results follow in this order: NLRP3 yeast inh	PfG6PD inh	Apaf-1 inh	HKDC1 inhibitor	SENP6 block	SENP1 inh	SENP8 block-1	SENP7 block	SENP8 block-2
16	Nc1ncnc2nc(SCc3ccccc3)[nH]c12
  23	-10	1	4	13	3	-2	-3	28
5	C[C@@H](OC(=O)c1[nH]cnc1C(=O)N1CCc2ccccc2C1)c1ccccc1
  11	10	26	4	6	-1	6	4	52*
14	CC(=O)c1ccc(NS(=O)(=O)c2ccc3c(c2)N(C(C)=O)CCO3)cc1
  7	3	-3	-4	3	-2	0	-5	-16
27	CC(=C1C(=O)c2ccccc2C1=O)N1CCN(Cc2ccccc2)CC1
  14	6	-14	14	0	1	2	-2	16

Additional entries:
Results follow in this order: NLRP3 yeast inh	PfG6PD inh	Apaf-1 inh	HKDC1 inhibitor	SENP6 block	SENP1 inh	SENP8 block-1	SENP7 block	SENP8 block-2
31	O=C(CCNS(=O)(=O)c1ccccc1)N1CCC(Cc2ccccc2)CC1
  16	-5	6	-3	4	-1	-3	-1	11
32	CCCCN(CC)CCCNC(=O)c1cn(C)c2ccc(S(=O)(=O)N(C)C3CCCCC3)cc2c1=O
  15	-6	3	-7	4	1	4	1	20
33	CSCCC(NC(=O)c1cccc([N+](=O)[O-])c1)c1nc2ccccc2[nH]1 (stereo unspecified)
  13	12	-4	2	-1	-10	-5	-2	-12
34	CC(OC(=O)c1ccccc1)C(=O)NCc1ccco1 (stereo unspecified)
  1	1	-4	0	-2	-1	13	1	8
35	CCc1nc(SCC(=O)NC2CC2)c2c(C)c(C)sc2n1
  22	8	4	0	10	0	1	12	9
36	CC(C)Cc1cc(C(=O)Nc2ccccc2)c2ccccc2n1
  23	-8	9	3	16	3	-3	5	4
37	O=C(Nc1ccccc1C(F)(F)F)c1ccccn1
  -19	10	-12	-3	-52	1	-14	-1	-6
38	CN(CC(=O)N1CCN(c2ccccc2)CC1)S(=O)(=O)c1cccs1
  7	-17	-1	-7	-24	0	2	2	4
39	COc1ccc(-n2c(Cc3cccn3C)nnc2SCC(=O)NCc2ccco2)cc1
  2	-3	3	1	-10	2	-1	-13	15
40	Cc1ccccc1C(=O)OCc1cnc(Cl)s1
  17	-24	-5	-5	-17	0	-8	-3	17
41	CCOC(=O)C(C)NC(=O)CCc1nnc2ccc(N3CCC(C)CC3)nn12 (stereo unspecified)
  6	3	3	0	-12	0	-8	-13	2
42	CCOC(=O)C1NN=C(C(=O)c2ccccc2)C1c1ccc(OC)cc1 (stereo unspecified)
  25	-3	7	-1	12	1	-4	1	9
43	O=C(NCc1ccc(F)cc1)C(=O)Nc1nc(C23CC4CC(CC(C4)C2)C3)cs1
  4	-3	-6	18	-11	2	-2	-2	18
44	CCCCc1nnc(NC(=O)Cc2ccc(S(=O)(=O)N3CCOCC3)s2)s1
  6	-4	11	-1	-8	5	-15	-13	-29
45	O=C(Cc1ccccc1F)NCC1(N2CCOCC2)CCCCC1
  9	-7	4	-6	-23	0	-2	-3	8
46	COc1ccc(OC)c(NC(=O)[C@@H]2CCCN2C(=O)c2cccs2)c1
  -15	-4	-2	-4	-11	1	-11	3	28
47	Cc1ccc(/C=C(\C#N)C(=O)NC(C)c2ccccc2)o1 (stereo unspecified)
  1	7	10	-5	-4	-14	-2	-1	-11
48	CC(C)c1cccc(C(C)C)c1NC(=O)COC(=O)C1CCC1
  13	11	4	-6	-6	2	1	-3	2

High-throughput results as filed in PubChem BioAssay.
